SENP1 inh – blocks the human SENP1 SUMO protease catalytic domain | Q9P0U3 | recombinant SENP1 catalytic domain, CyPet-SUMO1-YPet FRET cleavage | inhibition, % at 10 µM | 360,000 compounds, 0.21% hits;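 active = inhibition at least 30% at 10 µM, raw YFP signal under a set limit, fluorescence ratio 0.5 to 1.5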;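 note: 0% = enzyme with DMSO and 100% = no enzyme wells; some results filed as inactive read as strong as hits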
Target sequence (Q9P0U3 419-644 limits assumed): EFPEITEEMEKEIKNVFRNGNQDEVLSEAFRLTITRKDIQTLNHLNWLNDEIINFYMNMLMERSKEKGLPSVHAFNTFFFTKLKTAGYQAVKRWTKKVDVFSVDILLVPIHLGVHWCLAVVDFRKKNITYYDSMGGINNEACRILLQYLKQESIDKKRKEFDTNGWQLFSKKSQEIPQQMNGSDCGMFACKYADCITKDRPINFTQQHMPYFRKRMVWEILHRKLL
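material = recombinant human SENP1 catalytic domain, His6-tagged | quantity = 20 pM enzyme | reagent = 25 nM SUMO1 FRET substrate | compound dosing = 10 µM single point, 0.5% DMSO | timing = 50 min enzyme reaction, room temperature, light-protected | detection = FRET, CFP and YFP emission | control set = no-enzyme low, enzyme-DMSO high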
SENP8 inh – SENP8 (human) protease inhibition | recombinant SENP8, Nedd8 substrate fluorescence | Q96LD8 | 360,000 compounds, 0.64% hits | inhibition, % at 20 µM; in the data active = inhibition mostly above about 40%, no sharp cut-off; inactive = mostly below about 27%
Target sequence (Q96LD8 whole entry, looked up): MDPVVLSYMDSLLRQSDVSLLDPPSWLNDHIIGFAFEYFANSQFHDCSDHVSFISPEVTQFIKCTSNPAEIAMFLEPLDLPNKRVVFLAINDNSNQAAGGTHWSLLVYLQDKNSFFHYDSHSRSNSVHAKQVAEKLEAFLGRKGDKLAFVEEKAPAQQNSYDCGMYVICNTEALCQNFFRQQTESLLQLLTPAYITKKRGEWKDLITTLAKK
An asterisk follows results filed as active. Some of the compounds tested; the hit share may differ from the screen's.

SMILES	SENP1 inh	SENP8 inh
CCOC(=O)c1c(C)nsc1NC(=O)C1(C)CCN1C(=O)CC (stereo unspecified)	0	12
CC(C)CN1C(=O)CSCC1(C)C(=O)Nc1ccc2c(c1)OCCO2 (stereo unspecified)	3	17
CC(C)CNC(=O)C1(C)CCCN1C(=O)c1ccc2c(c1)CCO2 (stereo unspecified)	4	5
O=C(NCC1CC1)c1ccc2sc([C@H]3C[C@H](O)[C@@H](CO)O3)nc2c1	0	7
CC(=O)N1CCC(C(=O)N2c3ccccc3N=C(c3ccc4c(c3)OCO4)C2C(=O)Nc2c(C)cccc2C)CC1 (stereo unspecified)	-5	-217
CCOC(=O)C1(C)CCN1C(=O)c1cc(F)cc(F)c1 (stereo unspecified)	1	10
CC(=O)OC[C@@H]1CN(Cc2ccccc2)C[C@H](n2ccc3c(N)ncnc32)O1	3	16
CC(=O)N1CCN(C(C(=O)Nc2c(C)cccc2C)c2ccccc2OC(F)(F)F)CC1 (stereo unspecified)	-1	14
Cn1c(NCc2ccccc2)nc2cc(-c3ccccc3)sc2c1=O	1	-100
OC[C@H]1O[C@@H](c2nc(-c3ccc4c(c3)CCO4)no2)[C@H](O)[C@@H](O)[C@H]1O	0	10
OC(Cc1ccccc1Br)c1ncc(-c2ccc(Cl)cc2)[nH]1 (stereo unspecified)	2	-12
CC1(C(=O)NS(=O)(=O)c2ccc3c(c2)CCO3)CCN1C(=O)C1(c2ccc(Cl)cc2)CCC1 (stereo unspecified)	2	14
CC1(Cc2ccc(OC(F)(F)F)cc2)C(=O)Nc2c(Cl)ccc(Cl)c21 (stereo unspecified)	-1	9
CC1(C(=O)NS(=O)(=O)c2ccc(C#N)cc2)CCN1C(=O)Cc1ccc(Cl)cc1Cl (stereo unspecified)	2	13
Cc1cccc(C)c1C(O)c1ncc(-c2ccccc2C(F)(F)F)[nH]1 (stereo unspecified)	-1	24
CCOc1ccc(Cl)cc1-c1cc(C(=O)Nc2cc(OC)ccc2OC)[nH]n1	-2	-1
O=C1NC[C@@H](CCCCN2CCN(CC3CCCCC3)C(=O)C2=O)N(CC2CCCCC2)C1=O	5	13
Cc1cc2c(cc1C)-n1nnnc1C(N(Cc1ccccc1)Cc1ccccc1)C(=O)N2 (stereo unspecified)	1	7
CC(C)Oc1cc(F)ccc1-c1cc(C(=O)NCCCn2ccnc2)[nH]n1	-1	14
O=C(Nc1c(-c2ccc3c(c2)OCO3)[nH][nH]c1=O)c1ccccc1	2	-32
CC(C)C[C@H]1CN([C@@H](CC(C)C)CN2CCC[C@@H]2CN2C(=S)NC[C@@H]2Cc2ccc(O)cc2)C(=S)N1CCc1ccccc1	0	13
OCCNc1ncnc2c1ncn2[C@H]1CN(C2CCCC2)C[C@@H](CO)O1	1	-3
CC1(C(=O)NCc2cccc3ccccc23)CCN1Cc1cccc2c1OCO2 (stereo unspecified)	2	21
COC(=O)[C@]12CCCCC=C1N(Cc1cccc3ccccc13)C(=O)[C@H](CC(=O)N1CCCCC1)C2	2	10
CCC(CC)C(=O)N(C)c1c(C)nc2c(OCc3ccc(Cl)cc3Cl)cccn12	0	8
O=C(Nc1ccc2c(c1)OCCO2)C(c1ccccc1)n1c(=O)c(-c2ccco2)nc2ccccc21 (stereo unspecified)	-19	-271
C=C1C2=C(C(=O)N1OC)[C@@H](O)[C@@](C)(O)[C@@H](CCCCC)O2	0	22
N#CCCCc1cn(-c2nc3ccccc3s2)nn1	2	12
CCCCN(C=O)c1c(CC)nc2ccc(C(=O)NCc3ccccc3OC)cn12	2	-98
CCOC(=O)C1=C[C@@H](CC)N(S(=O)(=O)c2ccc(C)cc2)[C@H]1c1ccccc1	0	14
CC(C)(C)c1ccc(S(=O)(=O)NC(=O)C2(C)CCN2C(=O)Cc2ccc(-c3ccccc3)cc2)cc1 (stereo unspecified)	1	29
CCOC(=O)[C@]12Cc3c(cc(OC)c(OC)c3OC)[C@H]1N(Cc1ccccc1)C(=O)c1cc(F)c(F)cc12	-2	4
Cc1cc(O)ccc1Nc1cc(-c2cccc(N(C)C)c2)ncn1	-1	-69
Brc1cccc(-c2nc3ccc(Br)cn3c2Cc2ccccc2)c1	28	-28
CCOC1=C2[C@@H](CN(S(=O)(=O)c3ccc(C)cc3)[C@H]2c2ccc(CC)cc2)[C@H]2C(=O)N(c3ccccc3)C(=O)[C@H]2C1	10	10
COc1ccc(S(=O)(=O)N(C)C[C@H]2OCc3cn(nn3)CCCC(=O)N([C@@H](C)CO)C[C@@H]2C)cc1	0	16
OC(c1ccc(F)c(F)c1)c1nc(-c2cnc3ccccc3c2)cs1 (stereo unspecified)	1	-28
Cc1ccc(S(=O)(=O)NC(=O)C2(C)CCN2C(=O)Cc2ccc(-c3ccccc3)cc2)nc1 (stereo unspecified)	0	-1
CC1=C(C(=O)N(C(C)C)C(C)C)CC(CC(=O)NCc2cccc3ccccc23)C(=O)N1CCCN1CCCC1=O (stereo unspecified)	0	12
COc1cccc(CNC(=O)[C@@H]2CCCN2C(=O)[C@@H]2CCCN2C(=O)c2ccc(Cl)cc2)c1	2	-1
Nc1ccn([C@@H]2O[C@H](C(=O)N3CCCN(Cc4ccccc4F)CC3)[C@@H](O)[C@H]2O)c(=O)n1	1	19
Cc1cc(C)n2c(NC3CCCCC3)c(-c3cccnc3)nc2n1	50	-98
COc1ccc(-c2cc(NC=O)c3ncc(-c4cnn(C)c4)n3c2)cc1	-31	-468
COc1ccc(NC(=O)c2cc(-c3cc(Cl)ccc3OC)n[nH]2)cc1OC	1	22
COc1ccc(-c2nc3c(C)cc(Br)cn3c2CC(C)(C)C)cc1OC	-1	0
O=C1NC[C@H](CCCCN2C[C@H](Cc3ccccc3)N(CCc3ccccc3)C(=O)C2=O)N(CC2CCCCC2)C1=O	2	18
Clc1cccc(-c2ccc3nccn3c2)c1Cl	0	-11
O=C(Nc1ccc2c(c1)OCCO2)C(CCc1ccccc1)N1CCN(c2ccc(F)cc2)CC1 (stereo unspecified)	1	9
Clc1ccc2nc(-c3ccccc3)c(CC3CCCCC3)n2c1	4	-123
Cc1ccc(C)c(N2CCN(C3C(=O)Nc4ccccc4-n4nnnc43)CC2)c1 (stereo unspecified)	-2	27
CCc1ccc(C(O)c2ncc(-c3ccc(Cl)cc3)[nH]2)cc1 (stereo unspecified)	1	18
CC1(C)OC(=O)C2=C(C[C@@H](CCOCc3ccccc3)O[C@H]2c2ccc(F)cc2)O1	-1	29
O=C(NC1CCCCC1)C(c1ccnc2ccccc12)N1CCOCC1 (stereo unspecified)	0	11
CCOC(=O)[C@]12CCC=C1N(CCC1=CCCCC1)C(=O)[C@H](CC(=O)NCCCN1CCCC1=O)C2	2	23
CC(C)C[C@H]1CN([C@@H](Cc2ccc(O)cc2)CN2CCC[C@@H]2CN2C(=S)NC[C@@H]2Cc2ccccc2)C(=S)N1CC1CCCCC1	-1	9
CC(C)CNC(=O)C1(C)CCCN1C(=O)C(C)(C)Oc1ccc(Cl)cc1 (stereo unspecified)	1	17
COc1ccc(S(=O)(=O)NC(=O)C2(C)CCN2C(=O)CCc2ccc(Cl)cc2Cl)cc1 (stereo unspecified)	3	0
CCCCCCCCN1C(=O)[C@H](CC(=O)NCc2ccccc2)C[C@@]2(C(=O)OCC)CCCC=C12	0	15
COCCC(=O)N1CCOCC1c1cc(C(=O)NCc2ccccc2)no1 (stereo unspecified)	-4	16
Nc1nc2c(ncn2[C@@H]2O[C@H](CNC(=O)[C@H](N)Cc3cncn3COCc3ccccc3)[C@@H](O)[C@H]2O)c(=O)[nH]1	-4	26

(listing goes on)
SMILES	SENP1 inh	SENP8 inh
Cc1cccc(N2CCN(C(C(=O)NCc3ccccc3)c3ccc(C(F)(F)F)cc3)CC2)c1C (stereo unspecified)	-3	-4
COc1cc(OC)cc(-c2c(Sc3ccccc3)c3cc(-c4ccc5c(c4)OCCO5)ccc3n2C)c1	2	-302
COCCNC(=O)c1cccc2c(-c3cnn(C)c3)coc12	2	0
Cc1ccc2nc(-c3ccc(Cl)cc3)c(CC3CCCCC3)n2c1	-8	-60
O=c1[nH][nH]c2c1[C@H](C1CCCC1)O[C@H](CCc1ccccc1)C2	-2	28
NC(c1csc(Nc2ncccn2)n1)c1ccccc1Cl (stereo unspecified)	-2	8
Cc1cccc(C)c1NC(=O)C(C1CC1)n1c(=O)c(-c2ccccc2)nc2ccccc21 (stereo unspecified)	1	-388
CCc1nc2c(OCC(=O)C(C)(C)C)cccn2c1N(C)C(=O)C1CC1	-1	8
COc1cc2oc(=O)cc(CN(Cc3ccccc3)Cc3ccccc3)c2cc1Cl	-5	-33
O=C1c2cccc(-c3ccc(C(F)(F)F)cc3)c2C2CC=CCN12 (stereo unspecified)	-3	14
C=Cn1cc(CNC[C@H]2O[C@@H](n3cnc4c(=O)[nH]c(N)nc43)[C@H](O)[C@@H]2O)c(C)n1	-1	21
COC(=O)c1ccc2nc(-c3cccc(Br)c3)c(Cc3ccccc3OC)n2c1	-6	-387
CN1CCN(C(=O)c2cc3c(c(-c4cccc(-c5cc6ccccc6o5)c4)n2)[C@@H](CCO)N(S(=O)C(C)(C)C)C3)CC1 (stereo partly specified)	4	-32
CCOC(=O)c1sc2nc(OCCN3CCOCC3)cc(C)c2c1N	5	-382
COc1ccc(-c2nc3c(Cl)cc(C(F)(F)F)cn3c2Cc2cccc(F)c2)cc1OC	0	-370
CCc1nc2ccc(C(=O)Nc3cc(-c4ccccc4)ccc3OC)cn2c1N(CC)Cc1cccc(Br)c1	-5	-14
CC1(Oc2cccc(F)c2)CCN(Cc2ccc3ccccc3c2)C1 (stereo unspecified)	4	9
C[C@@H]1CC2=C(C(=O)OC(C)(C)O2)[C@H](c2ccc(F)cc2)O1	0	22
CCCc1c(-c2ccccc2)ncn1Cc1ccccc1OC	-1	13
Cc1cccc(C)c1NC(=O)Nc1nc(CN(C)C)cs1	2	13
CCOC(=O)C1CCCN(C(=O)c2cccc(Cl)c2)CC1 (stereo unspecified)	2	31
CC1(C(=O)Nc2ccc3c(c2)OCCO3)CN(S(C)(=O)=O)CC(=O)N1Cc1cccs1 (stereo unspecified)	-2	30
CCOC(=O)C1C(C)C(C(C)(C)C)N(S(=O)(=O)c2ccc(C)cc2)C1c1ccccc1 (stereo unspecified)	3	18
CCCS(=O)(=O)NC(=O)C1(C)CCCN(C(=O)c2cc(-c3ccccc3)cs2)C1 (stereo unspecified)	3	8
CCOC(=O)[C@]12CCC=C1N(Cc1ccc3c(c1)OCO3)C(=O)[C@H](CC(=O)NCC1CCCCC1)C2	2	7
O=S1(=O)N[C@H](Cc2ccccc2)COc2cccc(N3CCC[C@@H]3CO)c21	1	14
c1cc(-c2ccsc2)n2ccnc2c1	-1	-485
C=C1[C@@H](OC(C)=O)C=C[C@@]2(C)C=CC(=O)[C@@](C)(OC(C)=O)[C@@H]2[C@@H](OC(C)=O)[C@]2(O)[C@@H](C)C(=O)O[C@H]2[C@H]1Cl	1	26
CC(C)CC1OC(C)Cc2[nH][nH]c(=O)c21 (stereo unspecified)	2	22
CC(O)(c1cccc(F)c1)c1nc(-c2ccccc2)cs1 (stereo unspecified)	-1	26
CC1=C(C(=O)N(C)C)CC(CC(=O)NCCCN(C)C)C(=O)N1CCCN1CCCC1=O (stereo unspecified)	-1	26
CC1(C(=O)Nc2ccc3c(c2)OCCO3)CN(S(C)(=O)=O)CC(=O)N1CC(F)(F)F (stereo unspecified)	3	19
Cc1ccc(Cc2c(-c3cccc(Cl)c3)nc3c(C)cc(Br)cn23)cc1	2	5
N#Cc1ccc(C(=O)N2CCCCC2c2cc(C(=O)Nc3ccc4c(c3)OCO4)no2)cc1 (stereo unspecified)	0	7
CCNC(=O)C1(C)CCN(Cc2ccc(OC(F)(F)F)cc2)C1 (stereo unspecified)	2	23

Of the compounds above, 11 contain an NH in an aromatic ring.
SMILES	SENP1 inh	SENP8 inh
OC(Cc1ccccc1Br)c1ncc(-c2ccc(Cl)cc2)[nH]1 (stereo unspecified)	2	-12
Cc1cccc(C)c1C(O)c1ncc(-c2ccccc2C(F)(F)F)[nH]1 (stereo unspecified)	-1	24
CCOc1ccc(Cl)cc1-c1cc(C(=O)Nc2cc(OC)ccc2OC)[nH]n1	-2	-1
CC(C)Oc1cc(F)ccc1-c1cc(C(=O)NCCCn2ccnc2)[nH]n1	-1	14
O=C(Nc1c(-c2ccc3c(c2)OCO3)[nH][nH]c1=O)c1ccccc1	2	-32
COc1ccc(NC(=O)c2cc(-c3cc(Cl)ccc3OC)n[nH]2)cc1OC	1	22
CCc1ccc(C(O)c2ncc(-c3ccc(Cl)cc3)[nH]2)cc1 (stereo unspecified)	1	18
Nc1nc2c(ncn2[C@@H]2O[C@H](CNC(=O)[C@H](N)Cc3cncn3COCc3ccccc3)[C@@H](O)[C@H]2O)c(=O)[nH]1	-4	26
O=c1[nH][nH]c2c1[C@H](C1CCCC1)O[C@H](CCc1ccccc1)C2	-2	28
C=Cn1cc(CNC[C@H]2O[C@@H](n3cnc4c(=O)[nH]c(N)nc43)[C@H](O)[C@@H]2O)c(C)n1	-1	21
CC(C)CC1OC(C)Cc2[nH][nH]c(=O)c21 (stereo unspecified)	2	22

High-throughput results deposited in PubChem BioAssay by Sanford-Burnham Center for Chemical Genomics.
